# NSD2 inh = NSD2 histone methyltransferase inhibitors, primary screen, biochemical, AlphaScreen, single concentration, set 2; NSD2 peptide methylation, 120 min; inhibition, % at 12.5 µM; 310,000 tested, 0.54% active; AID 743445, 2014; in the data active = inhibition above about 50%
# SR-BI uptake up = activators of SR-BI mediated DiI-HDL uptake, primary screen, ldlA[mSR-BI] CHO cells, DiI fluorescence; 3 h; 100 = double the neutral-control signal; activation, % at 12.5 µM; 320,000 tested, 0.096% active;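 active = mean replicate activation of at least 60% and every replicate at or above 60%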;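 note: 0% = median plate neutral-control signal and 100% = twice that signal; values of inactives mirror those of a sister screen read the other way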
#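 Test system: SR-BI-overexpressing, LDLR-lacking CHO cells; Also added: labelled HDL, 10 µg/mL; Measured by: bottom-read cell fluorescence after medium removal, ex 550/em 595 nm; Timing: 3 h uptake period with compound, 37 °C; Buffer or medium: F12, 0.5% BSA, 25 mM HEPES; Doses: single compound concentration, delivered by pin transfer.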
# PvdQ inh = P. aeruginosa PvdQ acylase inhibitors, primary screen, biochemical, fluorescence, plate reader and imaging, single point; inhibition, % at 10 µM; AID 488965, 2010; PvdQ acylase [Pseudomonas aeruginosa LESB58]; purified PvdQ acylase; 340,000 tested, 0.063% active; in the data active = inhibition above about 30%, passing the limit was not always enough;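 note: 0% = vehicle neutral wells and 100% = reference inhibitor wells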
# dFosB activator = activators of delta FosB homodimer, primary screen, biochemical, fluorescence polarization, TAMRA-CDK5 oligo, single point | Protein FosB (Mus musculus), P13346 | purified delta FosB; percent of positive-control signal above neutral wells | activation, % at 25 µM | 340,000 tested, 0.99% active;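 active = mean activation above about 17%, with every replicate also reaching it, limit read from the data, passing the limit was not always enough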;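 note: fluorescence polarization rise as delta FosB binds a TAMRA Cdk5 AP-1 oligo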
# Target sequence (P13346 whole entry, looked up): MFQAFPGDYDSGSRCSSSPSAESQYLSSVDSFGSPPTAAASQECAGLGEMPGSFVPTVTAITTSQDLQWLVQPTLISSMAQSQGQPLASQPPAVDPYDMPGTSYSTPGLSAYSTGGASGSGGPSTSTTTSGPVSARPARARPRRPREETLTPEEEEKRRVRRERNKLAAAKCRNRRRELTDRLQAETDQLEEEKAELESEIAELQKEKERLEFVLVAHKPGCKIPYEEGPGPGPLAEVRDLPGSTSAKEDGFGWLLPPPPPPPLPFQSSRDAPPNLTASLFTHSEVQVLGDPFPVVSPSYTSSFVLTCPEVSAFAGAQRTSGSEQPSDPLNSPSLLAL
# SR-BI DiI inh = inhibitors of SR-BI mediated HDL lipid uptake, primary screen, ldlA[mSR-BI] cells, fluorescence, single point; Scavenger receptor class B member 1 (Mus musculus), Q61009; ldlA[mSR-BI] CHO cells, DiI-HDL uptake fluorescence, 3 h; inhibition, % at 12.5 µM; 320,000 tested, 0.96% active; AID 488896, 2010;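 active = mean replicate inhibition of at least 70% and a set share of replicates each scoring 70 or more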;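 note: 0% = median of neutral control wells and 100% = median of positive control wells; values of inactives mirror those of a sister screen read the other way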
# Target sequence (Q61009 whole entry, looked up): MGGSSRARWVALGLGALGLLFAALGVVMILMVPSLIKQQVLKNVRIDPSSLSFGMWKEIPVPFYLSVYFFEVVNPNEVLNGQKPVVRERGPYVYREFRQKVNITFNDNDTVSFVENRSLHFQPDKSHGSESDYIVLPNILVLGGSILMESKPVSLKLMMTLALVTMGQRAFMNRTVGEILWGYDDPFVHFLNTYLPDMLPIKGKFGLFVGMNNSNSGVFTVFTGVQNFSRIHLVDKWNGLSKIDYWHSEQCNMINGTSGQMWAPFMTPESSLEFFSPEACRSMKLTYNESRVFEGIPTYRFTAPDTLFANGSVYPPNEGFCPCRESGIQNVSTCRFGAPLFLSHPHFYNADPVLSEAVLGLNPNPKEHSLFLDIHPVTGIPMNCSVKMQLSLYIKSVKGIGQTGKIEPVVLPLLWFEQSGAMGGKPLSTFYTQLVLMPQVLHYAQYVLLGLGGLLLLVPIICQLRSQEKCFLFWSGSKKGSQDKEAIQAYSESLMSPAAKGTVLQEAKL
# CAL PDZ FP-1 = CAL PDZ peptide-binding inhibitors, primary screen, biochemical, fluorescence polarization, Cer-tagged CAL PDZ, HTS | Golgi-associated PDZ and coiled-coil motif-containing protein (Homo sapiens), Q9HD26 | purified CAL PDZ, TMR-peptide fluorescence polarization, 1 h | inhibition, % at 20 µM | 330,000 tested, 0.02% active | AID 504414, 2011;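 active = highest replicate inhibition of at least 40%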;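 note: plate controls were DMSO neutral control wells for no effect and unlabeled competitor peptide control wells for full effect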
#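 material = purified tagged CAL PDZ domain construct (CerCALP) | buffer or medium = sodium phosphate/NaCl buffer pH 7.4 with TCEP, IgG, Thesit | reagent = TMR-labelled reporter peptide T*-PRC34 bound in PDZ groove | incubation = 1 h room-temperature incubation prior to read | measured by = fluorescence polarization (mP) | evaluation = percent inhibition from loss of millipolarization | control set = unlabelled peptide and DMSO controls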
# PfHsp90 yeast 2 = growth inhibition of PfHsp90-expressing yeast, primary screen, antimalarial PfHsp90 inhibitor project, S. cerevisiae, BacTiter-Glo luminescence, single point, set 2; AID 504621, 2011; inhibition, % at 9.4 µM; 310,000 tested, 0.32% active; BacTiter-Glo ATP, 48 h; yeast lacking PDR1 and PDR3 efflux regulators;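 active = every replicate shows inhibition above about 80%, whatever the replicate mean, limit read from the data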;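 note: 0% = DMSO neutral controls and 100% = 20 µM radicicol positive controls; yeast relying on Plasmodium falciparum Hsp90 in place of its own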
# Rtt109 HAT inh = inhibitors of C. albicans Rtt109/Vps75 HAT, primary screen, biochemical, ThioGlo CoA-SH fluorescence, plate reader; AID 540336, 2011; Histone acetyltransferase RTT109 (Candida albicans (strain SC5314 / ATCC MYA-2876)), …; inhibition, % at 34.9 µM; purified Rtt109/Vps75, 4 h; 330,000 tested, 0.16% active;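 active = inhibition of at least 50% in every replicate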
# CAL PDZ FP-2 = untagged CAL PDZ binding inhibitors, primary screen, biochemical, fluorescence polarization, HTS. Golgi-associated PDZ and coiled-coil motif-containing protein (Homo sapiens), Q9HD26. purified CAL PDZ, TMR-peptide fluorescence polarization, 1 h. inhibition, % at 24.9 µM. 300,000 tested, 0.92% active. AID 602252, 2012;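 active = mean inhibition of at least 30% with at least half of replicates also reaching 30%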;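 note: 0% = DMSO neutral control and 100% = excess unlabeled competitor peptide PRC23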
# MITF act = activators of MITF-driven TRPM1 promoter reporter, primary screen, cell-based, SK-MEL-5, luciferase, single point; SK-MEL-5 TRPM1-promoter luciferase, 24 h; % of positive control, neutral wells = 0; activation, % at 12.5 µM; 300,000 tested, 0.75% active; AID 588334, 2011;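 active = mean activation of at least 80% with every replicate also reaching 80%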;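 note: 0% = neutral control wells and 100% = parthenolide positive control wells; values of inactives mirror those of a sister screen read the other way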
# An asterisk follows results filed as active; nt = no result given.
cpd	SMILES	NSD2 inh	SR-BI uptake up	PvdQ inh	dFosB activator	SR-BI DiI inh
1	COc1cccc(N2CCN(C3OC(=O)c4ccccc43)CC2)c1 (stereo unspecified)	-1	12	-9	0	-12
2	C=CCc1cc(/C=C2/NC(=O)NC2=O)cc(OCC)c1O	1	-1	-10	-9	1
3	COc1ccc2nc(Nc3nc4cc5c(cc4s3)OCCO5)sc2c1	-2	11	-11	-8	-11
4	CC[C@]12c3[nH]c4cc(-c5ccco5)ccc4c3CCN1C(=O)[C@@H](CC(=O)NCc1ccco1)C[C@@H]2C(=O)N1CCN(C(=O)c2ccco2)CC1	nt	-10	-18	-8	10
5	COc1ccc(-c2nc(CNS(=O)(=O)c3cc(OC)ccc3OC)cs2)cc1	nt	-38	-7	-6	38
6	CCN(CC)S(=O)(=O)c1ccc(C(=O)NCC(c2cccs2)N2CCOCC2)cc1 (stereo unspecified)	-8	-6	8	-8	6
7	Cc1cccc[n+]1CCCCCCCCCC[n+]1ccccc1C	-3	nt	-12	4	nt
8	CC(C)(C)NC(=O)C(Cc1ccccc1)NS(=O)(=O)c1cccc2nsnc12 (stereo unspecified)	6	21	7	-6	-21

cpd	CAL PDZ FP-1	PfHsp90 yeast 2	Rtt109 HAT inh	CAL PDZ FP-2	MITF act
1	0.7	-8	-14	1	4
2	1.4	-5	-4	0	-2
3	1.5	21	-5	1	13
4	0.2	-14	-16	0	-14
5	-0.4	-2	4	-3	3
6	0.5	3	-3	-4	0
7	-2.2	-15	-15	-2	-9
8	nt	nt	-2	-3	nt

# Remaining list, next part
cpd	SMILES	NSD2 inh	SR-BI uptake up	PvdQ inh	dFosB activator	SR-BI DiI inh
9	COCCCn1c(SCC(=O)NC2CCCCC2)nnc1-c1ccco1	-2	6	-1	-7	-6
10	O=C(/C=C/c1ccccc1)NCCS(=O)(=O)N1CCN(c2ccccc2)CC1	0	6	3	0	-6
11	CCC(C)(C)NC(=O)C(c1ccc(C)cc1)N(CC1CCCO1)C(=O)CCC(=O)Nc1ccccn1 (stereo unspecified)	-2	nt	-10	-5	nt
12	Cc1ccccc1C(=O)N1CCc2ccccc2C1	0	27	9	5	-27
13	CCOC(=O)/C(N=Nc1ccc(C(=O)O)cc1[N+](=O)[O-])=C(\C)O	0	11	-13	-4	-11
14	COCCCn1c(=O)c2sccc2n(Cc2cccc(C)c2)c1=O	-5	4	-6	1	-4
15	O=C(COC(=O)c1c(F)cccc1F)Nc1ccccc1OC(F)F	-3	nt	7	-7	nt
16	COc1ccc(CCNC(=O)C(=O)NCC2OCCN2C(=O)c2ccc(Cl)cc2)cc1OC (stereo unspecified)	7	-16	1	-2	16

cpd	CAL PDZ FP-1	PfHsp90 yeast 2	Rtt109 HAT inh	CAL PDZ FP-2	MITF act
9	-2.3	5	9	6	0
10	-0.5	-7	0	0	-2
11	-1.5	-13	11	nt	-11
12	0.2	-19	-5	-1	-1
13	0.3	-15	7	nt	-11
14	-1.2	7	4	-2	nt
15	-1.5	6	-11	-7	-3
16	0.0	8	2	-4	5

# Later entries
cpd	SMILES	NSD2 inh	SR-BI uptake up	PvdQ inh	dFosB activator	SR-BI DiI inh
17	Cn1c(N)c(C(=O)CSc2nn(-c3ccc(F)cc3)c(=S)s2)c(=O)n(C)c1=O	-3	2	-3	52*	-2
18	Cc1c(/C=N\NC(=O)c2c[nH]c3ccccc23)cnn1C	-1	22	13	2	-22
19	Cc1c(C(=O)c2ccc(Cl)cc2[N+](=O)[O-])c2ccccn2c1CCC#N	5	-30	11	-3	30
20	COc1cccc(CNc2ccc(Br)cn2)c1O	nt	7	-9	-3	-7
21	CC1=C(C#N)C(/C=N/OCc2ccc(Cl)cc2)CC(=O)N1 (stereo unspecified)	-16	6	-14	-10	-6
22	N#C/C(=C/c1ccc(CNS(=O)(=O)c2ccccc2)o1)C(=O)NCc1ccccc1	-3	-7	-8	-3	7
23	CCN1C(=S)N[C@@H](CCc2ccccc2)[C@H](C(=O)OC)[C@H]1C	nt	-4	-8	0	4
24	COC(=O)CN1C(=S)N(c2ccc(F)cc2)C(=O)C1CC(=O)Nc1ccc(OC)cc1 (stereo unspecified)	-3	9	0	-7	-9

cpd	CAL PDZ FP-1	PfHsp90 yeast 2	Rtt109 HAT inh	CAL PDZ FP-2	MITF act
17	-1.1	-10	-8	-5	-3
18	-2.8	-7	nt	-1	-4
19	-2.6	-6	17	-2	13
20	-0.7	nt	-10	nt	73
21	-1.1	-10	-16	-5	16
22	-0.8	-7	6	-3	8
23	-0.2	4	-8	-5	6
24	1.3	11	4	0	nt

# The results go on.
cpd	SMILES	NSD2 inh	SR-BI uptake up	PvdQ inh	dFosB activator	SR-BI DiI inh
25	Cc1ccsc1C(=O)N1CCN(c2ncccn2)CC1	0	24	-7	2	-24
26	CC(=O)c1c(C)[nH]c(C(=O)CSc2nnc(CN3CCCCCC3=O)n2-c2ccccn2)c1C	1	30	0	-4	-30
27	CCCc1nnc(SCC(=O)N2CCCCC2C)n1CCCOC (stereo unspecified)	0	7	-12	0	-7
28	Cc1ccc(N(CC(=O)O)S(C)(=O)=O)cc1	-1	17	3	-5	-17
29	O=C1OCCC1S(=O)(=O)c1ccc2ccccc2c1 (stereo unspecified)	1	8	3	1	-8
30	CCN(CC)CCn1c(NC(=O)c2ccc(C(F)(F)F)cc2)nc2ccccc21	-3	-4	-4	-9	4
31	CCOC(=O)C1=C(O)CSC1=Nc1ccccc1	-7	-8	-14	0	8
32	COc1ccc(-n2nnc3c(SCC(=O)c4ccccc4)ncnc32)cc1	3	24	-11	-7	-24

cpd	CAL PDZ FP-1	PfHsp90 yeast 2	Rtt109 HAT inh	CAL PDZ FP-2	MITF act
25	-0.7	-3	2	-1	6
26	-0.7	0	2	-3	-4
27	-2.0	-15	-8	-1	nt
28	-0.5	-30	-9	3	-6
29	-1.6	nt	nt	-3	nt
30	0.6	-1	-4	1	-16
31	0.1	0	-3	-1	-4
32	-0.3	-19	-6	-1	20

# The results go on.
cpd	SMILES	NSD2 inh	SR-BI uptake up	PvdQ inh	dFosB activator	SR-BI DiI inh
33	CCOc1ccc(NC(=O)c2c[nH]n3c(=O)cc(C4CCN(C(=O)OC(C)(C)C)CC4)nc23)cc1	nt	nt	-6	-21	nt
34	COc1ccc(Cc2nnc(SCC(=O)N3CCN(c4ccccc4)CC3)o2)cc1	-5	-2	-10	-10	2
35	CCOC(=O)c1ccc2[nH]c(C)cc(=O)c2c1	-2	10	0	-5	-10
36	NC(=O)CSCc1nc2ccccc2s1	1	-13	-15	0	13
37	CCOc1ccc(-n2c(SCc3cc(=O)oc4cc(C)c(C(C)C)cc34)nnc2-c2cccnc2)cc1	-1	3	1	-7	-3
38	CCCCc1ccc(NC(=O)CSc2nc(=O)n(CCCN3CCOCC3)c3c2CCC3)cc1	0	48	-11	-7	-48
39	C=CCn1c(N)nc2ccccc21	0	22	-4	-3	-22
40	NCCCC[C@H](NC(=O)C1CCNCC1)c1nnc([C@@H](N)CO)o1	nt	2	-9	0	-2

cpd	CAL PDZ FP-1	PfHsp90 yeast 2	Rtt109 HAT inh	CAL PDZ FP-2	MITF act
33	0.0	-18	13	3	-3
34	nt	nt	1	-1	-10
35	nt	-6	-12	0	3
36	-0.4	22	-16	0	11
37	-0.5	-5	3	3	7
38	-0.8	16	6	nt	-10
39	-0.4	-22	10	-2	15
40	-0.2	6	-2	1	6

# Next part:
cpd	SMILES	NSD2 inh	SR-BI uptake up	PvdQ inh	dFosB activator	SR-BI DiI inh
41	CC1CCCC(NC(=O)COc2ncnc3ccccc23)C1C (stereo unspecified)	1	-9	-6	5	9
42	CCOC(=O)CC(NC(=O)c1ccccc1)c1ccc(OC)cc1 (stereo unspecified)	-7	20	0	1	-20
43	CC(=O)c1ccc(OCCCC(=O)n2nnc3ccccc32)cc1	-1	12	-14	-6	-12
44	COc1ccc(-c2c(NC(=O)c3ccco3)oc3ccccc3c2=O)cc1OC	nt	8	30	-11	-8
45	Nc1nc(-c2ccccc2)[nH]c(=O)c1N	2	-6	9	-2	6
46	CCOC(=O)C(C(=O)OCC)C(Nc1ccc(Br)cc1)c1ccccc1 (stereo unspecified)	-3	5	-24	-14	-5
47	CN(CC1CCCO1)S(=O)(=O)c1ccc(C(=O)NCc2ccccc2)cc1 (stereo unspecified)	0	-18	-12	-9	18
48	CCN1CCN(C(=O)c2ccc3c(c2)N(Cc2ccc(F)cc2)C(=O)c2ccccc2S3=O)CC1 (stereo unspecified)	nt	34	-17	-1	-34
49	COc1ccc(NC(=O)c2cccc(S(=O)(=O)NCc3ccccc3)c2)cc1S(N)(=O)=O	0	-16	0	-9	16
50	CC1(C)CSC(=NCCc2ccccc2)N1C(=O)c1ccc(C#N)cc1	35	0	7	-4	0

cpd	CAL PDZ FP-1	PfHsp90 yeast 2	Rtt109 HAT inh	CAL PDZ FP-2	MITF act
41	-0.3	3	-1	-1	-10
42	-0.6	nt	-4	3	9
43	-1.4	1	1	-4	-4
44	0.4	6	11	-2	8
45	-2.7	8	2	-1	9
46	1.0	12	0	3	nt
47	-3.1	-6	-4	13	-8
48	0.5	-1	-5	nt	7
49	-1.2	34	-3	-5	1
50	-2.2	3	27	1	14

# Screening results: PubChem, Broad Institute
